TEAD-YAP inh: TEAD-YAP interaction inhibition, primary screen, TEAD-YAP interaction inhibitor project, luminescence, HEK-TIYL cells. TEAD-Gal4/YAP UAS-luciferase luminescence. inhibition, % at 9.12 µM. 640,000 tested, 1.4% active; in the data active = inhibition above about 32%;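 also: 0% = median of test compound wells and 100% = reference inhibitor wells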
FBW7 act: FBW7 E3 ligase activators, primary screen, biochemical, AlphaScreen, human. F-box/WD repeat-containing protein 7 (Homo sapiens), Q969H0. AlphaScreen FBW7–phospho-cyclin E peptide binding, activator screen. normalized activity (activation), % at 26.1 µM. 650,000 tested, 0.13% active. AID 1259310, 2017; in the data active = normalized activity above about 1.9%;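 also: purified mutant Fbw7 with reduced substrate affinity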
GPR151 activ: activators of human GPR151, primary screen, cell-based, PathHunter beta-arrestin, luminescence; G-protein coupled receptor 151 (Homo sapiens), Q8TDV0; PathHunter beta-arrestin GPR151 cells; activation, % at 11.2 µM; 650,000 tested, 1% active; AID 1508602, 2020; in the data active = activation above about 4.9%;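 also: 0% = median of compound wells and 100% = cells with positive control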
Target sequence (Q8TDV0 whole entry, looked up): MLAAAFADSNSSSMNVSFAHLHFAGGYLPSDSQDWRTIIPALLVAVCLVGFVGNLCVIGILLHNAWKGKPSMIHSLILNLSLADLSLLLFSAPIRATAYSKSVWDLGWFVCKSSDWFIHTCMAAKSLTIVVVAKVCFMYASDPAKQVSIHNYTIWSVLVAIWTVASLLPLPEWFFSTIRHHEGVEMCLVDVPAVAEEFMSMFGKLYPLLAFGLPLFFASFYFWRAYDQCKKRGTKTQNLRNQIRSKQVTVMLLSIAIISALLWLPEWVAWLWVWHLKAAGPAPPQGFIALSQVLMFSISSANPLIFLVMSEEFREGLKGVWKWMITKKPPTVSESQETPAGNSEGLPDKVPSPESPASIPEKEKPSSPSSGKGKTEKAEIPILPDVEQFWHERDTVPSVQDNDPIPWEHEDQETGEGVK
MITF primary: MITF inhibitors, primary screen, biochemical, AlphaScreen, human; AlphaScreen MITF homodimerization, bead proximity signal; inhibition, % at 2.6 µM; Microphthalmia-associated transcription factor (Homo sapiens), O75030; 650,000 tested, 0.91% active; in the data active = inhibition above about 50%;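 also: 0% = vehicle wells with protein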
Target sequence (O75030 whole entry, looked up): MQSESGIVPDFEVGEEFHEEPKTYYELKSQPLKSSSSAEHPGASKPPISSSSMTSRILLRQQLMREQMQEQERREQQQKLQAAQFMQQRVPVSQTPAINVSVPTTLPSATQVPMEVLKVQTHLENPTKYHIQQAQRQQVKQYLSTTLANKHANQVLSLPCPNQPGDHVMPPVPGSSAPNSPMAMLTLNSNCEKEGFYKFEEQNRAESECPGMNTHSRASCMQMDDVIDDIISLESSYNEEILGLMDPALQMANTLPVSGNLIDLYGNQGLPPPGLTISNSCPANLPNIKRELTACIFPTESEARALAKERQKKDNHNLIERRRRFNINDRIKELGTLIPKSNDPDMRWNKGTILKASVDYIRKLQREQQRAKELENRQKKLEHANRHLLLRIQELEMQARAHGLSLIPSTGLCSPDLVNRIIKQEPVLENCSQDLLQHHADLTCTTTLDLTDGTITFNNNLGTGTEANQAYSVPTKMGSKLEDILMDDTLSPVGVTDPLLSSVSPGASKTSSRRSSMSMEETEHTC
An asterisk follows results filed as active.

Each structure is followed by: MITF primary | TEAD-YAP inh | FBW7 act | GPR151 activ
1) COc1ccc(-c2cc(C)nc(SCC(=O)O)n2)cc1
→ -4.9 | -3.4 | 0.1 | 2.4
2) COc1ccc(-n2nc3cc(C)c(NC(=O)c4ccc(OCc5ccccc5)cc4)cc3n2)cc1
→ -4.7 | 7.1 | -0.2 | 1.7
3) CCOC(=O)/C=C1/NCCNC1=O
→ 16.3 | 3.6 | 0.1 | 1.8
4) CCOc1ccc(N2C(=O)CC(Sc3nc(C)c4cc(OC)ccc4n3)C2=O)cc1 (configuration not stated)
→ -3.7 | 7.9 | -0.1 | -0.1
5) Cc1ccc(N(C(=O)c2ccccc2)C2CS(=O)(=O)CC2OC(=O)c2ccccc2)cc1 (configuration not stated)
→ 0.9 | 7.0 | 0.0 | 1.0
6) COc1cccc(CN2CCNC(=O)C2CC(=O)O)c1OC (configuration not stated)
→ 12.8 | -4.8 | 0.1 | -1.8
7) CCOC(=O)C1=C(C)N=c2s/c(=C/c3ccco3)c(=O)n2C1c1ccc(OC(C)=O)cc1 (configuration not stated)
→ 4.8 | 16.2 | -0.2 | 0.8
8) COc1ccc(NC(=O)N2CCn3cccc3C2c2ccc(OC)c(OC)c2)cc1OC (configuration not stated)
→ 10.8 | -7.4 | -0.1 | 0.4
9) CN1C(=O)C(=Cc2cc(Cl)cc([N+](=O)[O-])c2O)C(=O)N(C)C1=O
→ 5.4 | 6.1 | -0.2 | -0.5
10) CC(=O)c1cccc(NC(=O)c2cccc(Cl)c2)c1
→ -1.3 | -21.9 | 0.1 | 0.1
11) COc1ccc(C2C(C(=O)Nc3cccc(C)n3)CCC(=O)N2c2ccc(OC)cc2)cc1 (configuration not stated)
→ -2.6 | 4.8 | 0.0 | 0.9
12) O=C(COC(=O)c1ccccc1NC(=O)c1cccc([N+](=O)[O-])c1)c1ccccc1
→ 5.3 | 4.7 | 0.1 | 0.9
13) CS(=O)(=O)c1ccc2c(c1)NC(=O)CN2C(=O)c1ccccc1
→ 4.7 | -5.2 | -0.1 | -0.3
14) CC(=O)c1c(C)[nH]c(C(=O)CSc2nnc(Nc3cccc(C)c3)s2)c1C
→ -1.1 | -13.3 | -0.1 | -1.8
15) COc1ccc(Br)cc1C(=O)Nc1ccc(C(=O)O)cc1
→ -12.1 | 3.3 | -0.1 | -3.2
16) NC(=O)CCN(CCC(N)=O)S(=O)(=O)c1ccccc1
→ 13.8 | -1.8 | 0.4 | 6.6*
17) O=C(Cn1nnc(-c2ccccc2)n1)OCc1ccc(Br)cc1
→ 2.8 | 6.5 | -0.3 | 0.7
18) Fc1ccc(NC(=S)NC2CCCc3ccccc32)cc1Cl (configuration not stated)
→ 7.6 | 4.8 | 0.0 | 3.7
19) O=C(Cc1n[nH]c(=O)c2ccccc12)OCC(=O)c1ccc2c(c1)OCCO2
→ 2.7 | 49.6* | 0.0 | -2.1
20) Cc1cccc(C)c1-n1c(=O)c(C#N)cc2c(=O)n3cccc(C)c3nc21
→ 0.6 | 10.1 | 1.0 | -0.7
21) Cc1csc(C(=O)Nc2cccc3ccc(-n4ccnc4)nc23)c1
→ 6.2 | 13.3 | 0.4 | 3.6
22) O=C(Cn1ccc([N+](=O)[O-])n1)Nc1nnc(CCc2ccccc2)s1
→ 9.1 | 0.8 | 0.1 | -0.1
23) O=C(Cn1c(=O)c(CNc2ccccc2)cc2cc3c(cc21)OCCO3)Nc1ccccc1F
→ 30.6 | -25.8 | -0.3 | -1.1
24) CN(C)CC(C)(C)CNCC(O)COCc1ccccc1F (configuration not stated)
→ 78.5* | -3.5 | -0.2 | -0.2
25) CCN(CCn1cccn1)Cc1c(C(=O)N2CCCCCCC2)nc2ccc(Cl)cn12
→ 6.3 | -10.5 | 0.1 | -0.1
26) CCc1nc(SCC(=O)N2CCOCC2)c2c3c(sc2n1)CCCC3
→ 18.4 | -0.7 | 0.0 | 0.1
27) CSc1ncc(C(=O)Nc2ccc(C)cc2)c(=O)n1C
→ -8.2 | -28.3 | 0.0 | -1.2
28) COc1ccc(S(=O)(=O)Nc2cccc(SC)c2)cc1I
→ 12.1 | -16.6 | 0.6 | -0.6
29) O=C(Nc1ccc(Cl)cc1)c1cc(Br)ccc1NS(=O)(=O)c1ccc(Cl)c([N+](=O)[O-])c1
→ 2.1 | -1.8 | 0.1 | -0.2
30) Clc1cccc(C2C3CC=CC3c3c4c(cc5ccccc35)C3C=CCC3CN42)c1Cl (configuration not stated)
→ 9.0 | 0.6 | 0.0 | -2.5
31) COCCNC(=O)c1ccc2c(c1)ncn2-c1cc(C)ccc1OC
→ 19.7 | -0.3 | -0.1 | 0.0
32) COCCn1c(SCC(=O)NC(N)=O)nc2ccccc21
→ 0.6 | -2.9 | 0.2 | -0.4
33) Cc1ccccc1CNC(=O)CCC(=O)N1CC(C)Oc2ccccc21 (configuration not stated)
→ 8.7 | 3.4 | 0.1 | 0.1
34) CCOC(=O)C1CCN(CC(=O)N2CCN(Cc3ccccc3)CC2)CC1
→ 31.6 | 0.6 | -0.2 | 0.6
35) O=c1nc2n(-c3ccc(F)cc3)c3ccc([N+](=O)[O-])cc3cc-2c(=O)[nH]1
→ 19.5 | 14.4 | 0.1 | 1.7
36) O=C(CN(Cc1ccco1)C(=O)CCC(=O)Nc1ccccn1)NCCc1ccccc1
→ 8.1 | 10.5 | 0.0 | -0.6
37) COc1ccc(CCC(=O)N(CC(C)C)c2nnc(-c3cccnc3)s2)cc1
→ -1.1 | -17.4 | -0.1 | 0.2
38) COCCNC(=O)c1c[nH]n2c(=O)cc(C3CCN(C(=O)OC(C)(C)C)CC3)nc12
→ 10.5 | -7.3 | 0.0 | -1.4
39) CCCCOc1ccc(-c2nc(C=Nc3cc(Cl)ccc3Cl)c(O)o2)cc1
→ 10.5 | 5.9 | 0.1 | 0.1
40) COc1ccc(CCNc2nc(N3CCOCC3)nc3c2ncn3C(C)C)cc1
→ 12.7 | -3.5 | 0.0 | -0.9
41) O=C(N/N=C/c1cccs1)c1cc(-c2ccc3c(c2)OCO3)n[nH]1
→ 23.6 | -23.6 | -0.1 | -0.5
42) O=C(Nc1ccc(Br)cc1)N1CCCCCCC1
→ 6.0 | -15.5 | -0.1 | 3.5
43) CC(Oc1ccc(Cl)cc1)C(=O)N/N=C/c1ccccc1 (configuration not stated)
→ 5.5 | 8.2 | -0.1 | 2.5
44) CCCCCn1c(SCC(=O)NCc2ccccc2Cl)nc2cc(C(=O)NCc3ccco3)ccc2c1=O
→ -4.2 | 7.5 | 0.0 | 1.2
45) CCOC(=O)COc1ccc(Br)cc1C=O
→ -3.7 | -0.1 | 0.1 | -0.1
46) COc1cc(/C=C2/SC(=S)N(NC(=O)c3ccc([N+](=O)[O-])cc3)C2=O)ccc1O
→ 0.9 | -11.1 | -0.1 | 0.7
47) Cc1ccc(NC(=O)CSc2nc3ncccc3[nH]2)cc1C
→ 11.8 | -19.4 | 0.3 | 3.7
48) O=C(CSc1n[nH]c(-c2ccccc2)n1)Nc1ccccn1
→ 7.2 | -0.6 | -0.1 | -0.1
49) COc1ccc(C)cc1NC(=O)C(NS(=O)(=O)c1ccc2c(c1)oc(=O)n2C)C(C)C (configuration not stated)
→ -3.3 | -3.5 | 1.1 | -0.2
50) O=C1c2ccc(-c3nc4ccccc4c(=O)o3)cc2C(=O)N1c1ccc(C(F)(F)F)cc1
→ 4.5 | 1.7 | 0.0 | 0.4
51) O=C1NC(=O)C(=Cc2ccccc2OS(=O)(=O)c2ccc([N+](=O)[O-])cc2)C(=O)N1
→ 11.6 | 12.2 | -0.4 | -1.2
52) O=C(NCCN1CCOCC1)c1cccc(N2CCc3ccccc3C2)c1
→ 11.3 | -10.9 | 0.0 | 1.5
53) COc1cccc(C=O)c1OCCN1C(=O)c2ccccc2C1=O
→ -0.9 | 2.3 | -0.1 | -0.2
54) O=C(NCCOC(=O)C1CCCCC1)c1ccc([N+](=O)[O-])cc1
→ 3.7 | 8.0 | 0.0 | 0.8
55) CCOC(=O)C1(Cc2ccccc2)CCN(Cc2ccncc2)CC1
→ 5.3 | 3.3 | 0.0 | 0.2
56) O=C(Cn1c(=O)n(-c2ccccc2)c(=O)c2oc3ccccc3c21)Nc1ccc(F)cc1
→ -7.3 | 3.1 | 0.1 | -0.5
57) O=c1oc(-c2cccnc2)nn1CCN1CCCCC1
→ -8.1 | 4.4 | -0.1 | -1.3
58) O=C(O)c1ccccc1-c1ncc(-c2ccccc2)o1
→ -6.8 | 2.3 | -0.1 | -0.1
59) CC(C)C1=CC23CCC4C(C)(C(=O)O)CCCC4(C)C2CC1C1C(=O)N(c2ccc(C(=O)O)cc2)C(=O)C13 (configuration not stated)
→ 24.7 | 6.5 | 1.1 | -1.5
60) CCC(C)(C)n1nnnc1CN1CCC(n2cnc3cccnc32)CC1
→ -0.6 | -3.7 | -0.4 | 1.1

A draw from above in order of SMILES length, rising:
Each structure is followed by: MITF primary | TEAD-YAP inh | FBW7 act | GPR151 activ
45) CCOC(=O)COc1ccc(Br)cc1C=O
→ -3.7 | -0.1 | 0.1 | -0.1
10) CC(=O)c1cccc(NC(=O)c2cccc(Cl)c2)c1
→ -1.3 | -21.9 | 0.1 | 0.1
60) CCC(C)(C)n1nnnc1CN1CCC(n2cnc3cccnc32)CC1
→ -0.6 | -3.7 | -0.4 | 1.1
54) O=C(NCCOC(=O)C1CCCCC1)c1ccc([N+](=O)[O-])cc1
→ 3.7 | 8.0 | 0.0 | 0.8
25) CCN(CCn1cccn1)Cc1c(C(=O)N2CCCCCCC2)nc2ccc(Cl)cn12
→ 6.3 | -10.5 | 0.1 | -0.1
11) COc1ccc(C2C(C(=O)Nc3cccc(C)n3)CCC(=O)N2c2ccc(OC)cc2)cc1 (configuration not stated)
→ -2.6 | 4.8 | 0.0 | 0.9
5) Cc1ccc(N(C(=O)c2ccccc2)C2CS(=O)(=O)CC2OC(=O)c2ccccc2)cc1 (configuration not stated)
→ 0.9 | 7.0 | 0.0 | 1.0

Later entries.
Each structure is followed by: MITF primary | TEAD-YAP inh | FBW7 act | GPR151 activ
61) c1ccc(OCCNc2ncnc3nc(N4CCc5ccccc5C4)[nH]c23)cc1
→ 9.8 | -4.8 | -0.1 | 0.0
62) CCN(C(=O)CCS(=O)(=O)c1ccc2c(c1)n(C)c(=O)c(=O)n2C)c1cccc(C)c1
→ 10.4 | 14.1 | 0.2 | -0.6
63) CC(C)CN1C[C@H](NCc2cccc(C(F)(F)F)c2)C[C@H]1C(=O)NC(C)C
→ 13.6 | 4.9 | 0.4 | -1.7
64) CC1CCc2c(C(=O)NCc3ccccn3)csc2C1 (configuration not stated)
→ 4.1 | -47.6 | -0.2 | 1.2
65) CCC(=O)c1ccc(OCC(O)CN2CCN(S(=O)(=O)N3CCOCC3)CC2)cc1 (configuration not stated)
→ -4.4 | 2.2 | -0.1 | 0.5
66) NC(=O)c1c(NC(=O)COc2ccccc2[N+](=O)[O-])sc2c1CCCC2
→ 2.6 | 4.4 | 0.0 | 1.2
67) O=C(CN(C(=O)c1ccco1)c1ccc(Cl)cc1)NCc1ccc(F)cc1
→ 15.8 | -0.2 | 0.1 | -0.2
68) CC(=O)c1cccc(-c2ccc(C(=O)NCCOc3ccccc3)s2)c1
→ 4.5 | -31.0 | 0.0 | 0.4
69) CC(C)(C)NC(=O)c1cccc(NC(=O)CCC(=O)O)c1
→ 19.0 | 4.0 | 0.1 | 0.6
70) CC1CN(CCC(=O)N2CCC(C(O)c3ccccc3)CC2)Cc2ccccc2O1 (configuration not stated)
→ -4.9 | -2.8 | -0.2 | -1.2
71) COc1ccc([N+](=O)[O-])cc1NS(C)(=O)=O
→ 15.9 | 3.4 | 0.1 | -0.4
72) CCOCCCNC1CCN(c2nc(C)c3cc(C)ccc3n2)CC1
→ -21.0 | 48.6* | 0.0 | -0.2
73) O=C(CCCn1cnc(-c2ccccc2)cc1=O)NCc1cccnc1
→ -3.0 | 11.3 | 0.0 | -0.8
74) C/C(=N\NC(=O)Cc1cn2ccsc2n1)c1ccc(O)cc1
→ -1.8 | 5.2 | -0.3 | 0.1
75) CCC1CN(CCNC(=O)C(C)(C)O)Cc2cc(OC)ccc2O1 (configuration not stated)
→ -5.4 | 3.1 | -0.1 | 0.0
76) CN1C(=O)c2ccc(NC(=O)c3cc(=O)c4ccccc4o3)cc2C1=O
→ 2.9 | 5.9 | 0.0 | 2.4
77) COc1ccccc1N1CCN(C(=O)CN(c2ccccc2OC)S(C)(=O)=O)CC1
→ -9.4 | -6.5 | -0.1 | 0.2
78) CC1=NN(c2ccccc2)C(=O)C1N=Nc1c(C)n[nH]c1C (configuration not stated)
→ 1.0 | 38.6* | -0.3 | 2.0
79) CCOC(=O)CCCNc1ccc([N+](=O)[O-])cc1[N+](=O)[O-]
→ 4.1 | 8.4 | -0.1 | 4.2
80) Cc1cccc(NC(=O)c2cnn(-c3ccccc3)c2NC(=O)c2cccc(F)c2)c1
→ 5.2 | 9.7 | 0.1 | 0.5
81) Cn1ccnc1C1(O)CC2CCC(C1)N2C(=O)NCc1ccccc1 (configuration not stated)
→ -8.4 | -0.3 | 0.0 | 0.7
82) Cc1ccc(NC(=O)C2CCCC2)c(C)c1
→ 1.1 | 0.7 | 0.2 | -0.5
83) CCOCCCNC(=O)c1c(NC(=O)Cc2coc3ccc(C)cc23)sc2c1CCC2
→ 8.8 | 7.3 | 0.1 | 1.6
84) COc1cc(-c2nnc(SC(=O)OCc3ccccc3)o2)cc(OC)c1OC
→ -0.9 | -0.6 | 0.0 | 0.1
85) CCCCC1CN(Cc2cnn(C)c2)Cc2ccccc2O1 (configuration not stated)
→ 26.6 | -4.3 | 0.9 | -0.5
